Source: PubChem BioAssay (several laboratories)
OX1R FRET antag – antagonists of human orexin 1 receptor (OX1R); Orexin/Hypocretin receptor type 1 (Homo sapiens), O43613; OX1R-expressing cells, FRET antagonist read-out; inhibition, % at 6.6 µM; 330,000 compounds, 1.8% hits; AID 485270, 2010; in the data active means inhibition mostly above about 38%, no sharp cut-off; inactive means mostly below about 40%;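 further: 0% = agonist challenge alone and 100% = reference antagonist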
Target sequence (O43613 whole entry, looked up): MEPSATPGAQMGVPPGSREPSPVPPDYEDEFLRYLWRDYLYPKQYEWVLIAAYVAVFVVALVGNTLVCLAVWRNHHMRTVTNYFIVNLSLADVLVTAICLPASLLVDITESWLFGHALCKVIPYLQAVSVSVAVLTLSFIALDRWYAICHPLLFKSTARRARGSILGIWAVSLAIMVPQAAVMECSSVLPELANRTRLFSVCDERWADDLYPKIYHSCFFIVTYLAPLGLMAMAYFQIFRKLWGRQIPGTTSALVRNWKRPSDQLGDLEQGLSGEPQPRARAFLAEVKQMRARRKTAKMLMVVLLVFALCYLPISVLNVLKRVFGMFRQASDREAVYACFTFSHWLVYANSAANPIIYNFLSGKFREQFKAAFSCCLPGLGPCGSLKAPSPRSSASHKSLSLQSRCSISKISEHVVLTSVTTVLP
KCNQ2 block – KCNQ2 potassium channel inhibitors, primary screen, cell-based, CHO-K1, FluxOR thallium flux, B-score (AID 2156); 20 min; active compounds read low; B-score at 10 µM; 310,000 compounds, 1.1% hits;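 active means fluorescence ratio B-score at most minus 3 library SDs, with starting brightness B-score within 2 library SDs, cut at about -5.5 in these data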
STK33 inh – inhibitors of purified STK33 kinase, primary screen, biochemical, ADP-Glo luminescence, homogeneous, cell-free; Serine/threonine-protein kinase 33 (Homo sapiens), Q9BYT3; MBP phosphorylation; inhibition, % at 10 µM; 320,000 compounds, 0.073% hits;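 active means inhibition at or above 25%, using the most active replicate where run in duplicate; inactive means inhibition below 25%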
Target sequence (Q9BYT3 whole entry, looked up): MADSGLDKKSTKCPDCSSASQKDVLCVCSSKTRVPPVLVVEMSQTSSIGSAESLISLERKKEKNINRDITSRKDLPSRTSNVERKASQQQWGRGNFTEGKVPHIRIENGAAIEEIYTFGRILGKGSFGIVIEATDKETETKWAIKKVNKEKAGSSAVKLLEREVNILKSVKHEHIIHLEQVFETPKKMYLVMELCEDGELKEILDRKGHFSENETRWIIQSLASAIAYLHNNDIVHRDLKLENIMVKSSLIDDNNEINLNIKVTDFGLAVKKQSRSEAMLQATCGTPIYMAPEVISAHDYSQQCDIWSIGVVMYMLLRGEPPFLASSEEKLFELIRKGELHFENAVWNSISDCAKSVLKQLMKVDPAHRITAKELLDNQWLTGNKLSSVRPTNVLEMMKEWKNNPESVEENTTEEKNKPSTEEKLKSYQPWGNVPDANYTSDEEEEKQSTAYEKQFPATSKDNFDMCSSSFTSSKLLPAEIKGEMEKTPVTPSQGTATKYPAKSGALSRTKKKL
Active calls of the source: *; i = inactive; / = no result given. This is a random part of the collection; about 2.7% have a hit in one of these screens.

STK33 inh	structure	OX1R FRET antag	KCNQ2 block
-1.4	CCCCCCCCS(=O)C1CS(=O)(=O)CC1O (stereo not given)	-3.7	i
-2.2	COc1cccc(N(C(=O)Cn2nnc(-c3ccc(Cl)cc3)n2)C(C(=O)NCC2CCCO2)c2ccc(C)cc2)c1 (stereo not given)	9.4	i
1.1	CCn1cc(C(=O)N2CCCC2)c(=O)c2cc(S(=O)(=O)N3CCOCC3)ccc21	3.3	i
-1.4	CCOc1ccc(C(=O)Nc2cccc(-c3nc4ccccc4[nH]3)c2C)cc1[N+](=O)[O-]	12.2	i
-2.2	Cc1onc(-c2c(F)cccc2Cl)c1C(=O)NCCCN1CCOCC1	3.7	i
1.1	O=C(COC(=O)CCc1ccccc1)Nc1ncc(Cl)cc1Cl	10.8	i
-1.1	CN(C)CCNc1ncnc2c1sc1nc(N3CCCC3)c3c(c12)CC(C)(C)OC3	7.0	i
0.0	CCOc1ccc(C(=O)NCC(=O)OCCN2C(=O)c3ccccc3C2=O)cc1OCC	14.8	/
-1.8	CCc1c(C)sc(NC(=O)Cc2ccccc2C)c1C(=O)N1CCOCC1	-0.7	i
0.5	COCCN(C(=O)COC(=O)c1ccc2c(c1)OCCO2)c1c(N)n(Cc2ccccc2)c(=O)[nH]c1=O	5.1	i
0.2	Cc1sc2ncn(CC(=O)NCCCC(=O)N3CCN(c4ccccn4)CC3)c(=O)c2c1C	25.6	i
-0.4	COc1ccc(NC(=O)c2sc3nc(C)nc(N4CCOCC4)c3c2C)c(OC)c1	13.5	i
0.7	CCOC(=O)CC(=O)CSc1ncnc2c1oc1ccccc12	-89.8	i
1.7	CC(C)(C)OC(=O)N[C@@H](COCc1ccccc1)C(=O)N[C@@H](CO)[C@H](O)[C@@H]1C[C@@H]1C(=O)NC1CC1	0.8	i
-2.2	CCCSc1nnc(NC(=O)CSc2sc3c(O)cc(=O)[nH]c3c2C#N)s1	15.5	i
/	CCCN(CC(=O)Nc1ccccc1C)C(=O)/C=C/c1cccs1	9.2	i
0.1	Clc1ccc(-n2cccc2)cn1	22.4	i
-2.3	CC(C)c1cc(C(=O)Nc2sc3c(c2C#N)CCC3)no1	8.2	i
-0.5	Cc1cc(C(=O)N/N=C/c2c(CO)cnc(C)c2O)c2ccccc2n1	37.0	i
0.3	CC1CN(C(=O)c2ccc(NS(=O)(=O)c3ccc(F)c(F)c3)cc2)CC(C)O1 (stereo not given)	9.4	i
-2.8	CCN(C(N)=S)c1ccccc1	19.6	i
-0.3	CN1CCN(c2nc(-c3ccccc3)c3cc(Cl)ccc3n2)CC1	12.3	i
0.9	CCCCCC(=O)NN1C(=S)N(c2ccc(OC)cc2)C(=O)C1CC(=O)Nc1ccccc1 (stereo not given)	5.0	i
0.5	Cc1ccc(C(=O)c2sc3c(c2N)c(=O)[nH]c(=O)n3CCc2ccccc2)cc1	21.0	i
-2.0	CC1CC(C)CN(C(=O)COC(=O)c2cncc(Br)c2)C1 (stereo not given)	5.7	/
-0.3	COc1ccc(OC)c(NC(=O)C2C3C=CC(C3)C2C(=O)NCc2cccnc2)c1 (stereo not given)	11.4	i
/	S=C(NCc1ccccc1)Nc1ccc(Oc2ccccc2)cc1	16.3	i
-0.6	COc1ccc(C(=O)C2CCCN(C(=O)Cn3nc(C)cc3C)C2)cc1F (stereo not given)	9.5	i
-0.3	CC(C)c1ccccc1-n1c(SCC(=O)N2CCc3ccccc3C2)nc2ccccc2c1=O	73.3*	i
-0.6	CC(C)COC(=S)Nc1ccccc1	-1.0	i
-1.7	Cc1ccc(C(=O)COC(=O)CN2C(=O)C3C4C=CC(C4)C3C2=O)cc1C (stereo not given)	22.6	i
1.3	COC(=O)C(Cc1ccccc1)NC(=O)c1cc(S(=O)(=O)N(C)C)ccc1Cl (stereo not given)	11.2	i
-0.5	Cc1cccc(CCN=c2c([N+](=O)[O-])nn(-c3ccccc3)n2O)c1	34.3	i
-1.3	CC1CCCC(NC(=O)CN(C)S(=O)(=O)c2cnc[nH]2)C1C (stereo not given)	25.0	i
-1.3	Cc1ccccc1NC(=O)Nc1nc2ccc(S(C)(=O)=O)cc2s1	39.9	i
-0.4	COCCn1c(SCC(=O)Nc2cc(Cl)ccc2OC)nc2c(c1=O)SC(C)C2 (stereo not given)	6.8	i
2.7	CN(C)/C(CN1CCN(C=O)CC1)=C1\N=C(c2ccccc2)OC1=O	0.8	i
-1.0	COc1ccc(CCC(=O)Nc2c(C)n(C)n(-c3ccccc3)c2=O)cc1	4.4	i
-0.2	O=c1[nH]c(C2CCN(S(=O)(=O)c3ccc4c(c3)OCCO4)CC2)nc2c1nnn2Cc1ccc(F)cc1	7.2	i
1.7	CCCCN(CC)CCNC(=O)c1cn(C)c(=O)c2c1c1ccccc1n2C	-8.5	i
-0.6	CC(C)NC(=S)NC(=O)/C=C/c1ccc(F)cc1	16.1	i
0.1	CCc1ccc(-c2nc(CS(=O)CC(=O)O)c(C)o2)cc1 (stereo not given)	14.8	i
-1.3	Cc1cccc(NC(=O)c2cc(NC(=O)c3ccco3)ccc2Cl)n1	21.8	/
-1.8	O=C(CCCNC(=O)c1ccc(Cl)cc1)NCc1ccccc1F	22.7	i
-0.5	CC12CN3CCN(CC(C3)C1(O)CN1CCOCC1)C2 (stereo not given)	-0.2	/
-0.6	CC1=NN(c2ccc(N)cc2)C(=O)C1	16.6	i
-0.2	CCOC(=O)C1=C(C)Nc2ccccc2N=C1NC(=O)Cc1ccc(Br)cc1	18.7	i
-0.2	Cc1nnc(NC(=O)CSc2nnc(Cc3ccccc3)n2-c2ccccc2)s1	-26.3	i
-0.6	Cc1cccc[n+]1CC(=O)/C=C1\N(C)c2ccccc2C1(C)C	3.4	i
-2.0	CC1(C)CC[C@]2(C(=O)O[C@@H]3OC(CO)[C@@H](O)[C@H](O)[C@H]3O)CC[C@]3(C)C(=CCC4[C@@]5(C)CC[C@H](O[C@@H]6OC(C(=O)O)[C@@H](O)[C@H](O)[C@H]6O)C(C)(C)C5CC[C@]43C)[C@@H]2C1 (stereo not given in full)	11.9	/

Next section; the last 2 above are carried over.
STK33 inh	structure	OX1R FRET antag	KCNQ2 block
-0.6	Cc1cccc[n+]1CC(=O)/C=C1\N(C)c2ccccc2C1(C)C	3.4	i
-2.0	CC1(C)CC[C@]2(C(=O)O[C@@H]3OC(CO)[C@@H](O)[C@H](O)[C@H]3O)CC[C@]3(C)C(=CCC4[C@@]5(C)CC[C@H](O[C@@H]6OC(C(=O)O)[C@@H](O)[C@H](O)[C@H]6O)C(C)(C)C5CC[C@]43C)[C@@H]2C1 (stereo not given in full)	11.9	/
-1.2	CCCCOc1ccc(C(=O)NCC(=O)NC2CCN(Cc3ccccc3)CC2)cc1	11.4	i
0.7	Cc1nc(COC(=O)c2c(C)nn(-c3ccccc3)c2C)cs1	38.6	i
-0.1	COC(=O)Nc1ccc2c(c1)N(C(=O)CCCl)c1ccccc1S2	/	i
0.0	CCCCN(CC)CCCNC(=S)Nc1ccc2nc3n(c(=O)c2c1)CCCCC3	11.9	i
2.1	Cc1ccc2oc(=O)c3cc(C(=O)NCCN4CCN(C)CC4)sc3c2c1	17.8	i
0.7	COc1ccc(C(=O)Nc2cc3c(cc2N2CCCCC2)n(C)c(=O)n3C)cc1OC	0.3	i
-1.9	COc1ccc(NC(=O)CSc2nc(C)cs2)c([N+](=O)[O-])c1	10.8	/
-1.2	CC(C)[C@H](NC(=O)c1cc2cc(Cl)ccc2n1C)C(=O)N1CCC(C(=O)O)CC1	5.2	i
-3.6	CC1(C)Cc2c(sc3nc(C4CC4)n(N)c(=O)c23)CO1	5.5	i
0.0	COC(=O)c1ccccc1-c1ccc(/C=N/NC(=O)c2cc3ccccc3o2)o1	36.5	i
-0.1	O=C(O)C1=NN(c2ccccc2)C(=O)C1	13.5	i
-1.1	CCn1ncc(Br)c1C(=O)Nc1ccc(Cl)cn1	1.8	i
-1.5	CC(C)NC(=O)c1ccc(COc2cc(Cl)ccc2Cl)o1	9.8	i
0.9	CCN1CCN(S(=O)(=O)c2ccc(S(=O)(=O)N(CC)Cc3ccccc3)cc2)CC1	13.5	i
-1.9	Cc1ccc(-n2c(C)cc(/C=C3/SC(=O)N(CC(=O)N4CCOCC4)C3=O)c2C)nc1	-2.4	i
0.8	CNC(=O)c1cc(C(=O)c2ccc(C(F)(F)F)cc2)c[nH]1	1.2	i
-1.5	COCc1c(C(=O)OC/C(O)=C(\C#N)c2nc3ccccc3[nH]2)oc2ccccc12	16.2	i
-1.5	CCCCSc1nc(C(=O)O)cc(=O)[nH]1	18.7	i
1.4	CCN(CC)CCCN1C=C2C(=O)C(C)(OC(=O)CCc3ccccc3)C(=O)C=C2C=C1c1ccc(C#N)cc1 (stereo not given)	30.7	i
1.8	CCOC(=O)N1CCN(CC(O)COc2cc(C)cc(C)c2)CC1 (stereo not given)	-7.8	i
-1.4	O=C(COC(=O)c1ccccc1SCC(=O)N1CCCC1)NC1CCS(=O)(=O)C1 (stereo not given)	14.1	i
0.0	CCN(CC)S(=O)(=O)c1cc(C(=O)Nc2cccnc2Cl)ccc1Cl	39.7	i
-2.0	Cc1cc(C)cc(NC(=O)Cn2nnc3ccccc3c2=O)c1	13.7	i
2.2	CC(C)c1nnc(NC(=O)CCCC(=O)O)s1	15.8	i
-1.8	COc1ccc(C2/C=C\CN(C(=O)C3CCCCC3)CC(=O)N2Cc2ccc(F)cc2)cc1 (stereo not given)	18.1	i

The list goes on; it opens with the 7 that closed the last part.
STK33 inh	structure	OX1R FRET antag	KCNQ2 block
1.4	CCN(CC)CCCN1C=C2C(=O)C(C)(OC(=O)CCc3ccccc3)C(=O)C=C2C=C1c1ccc(C#N)cc1 (stereo not given)	30.7	i
1.8	CCOC(=O)N1CCN(CC(O)COc2cc(C)cc(C)c2)CC1 (stereo not given)	-7.8	i
-1.4	O=C(COC(=O)c1ccccc1SCC(=O)N1CCCC1)NC1CCS(=O)(=O)C1 (stereo not given)	14.1	i
0.0	CCN(CC)S(=O)(=O)c1cc(C(=O)Nc2cccnc2Cl)ccc1Cl	39.7	i
-2.0	Cc1cc(C)cc(NC(=O)Cn2nnc3ccccc3c2=O)c1	13.7	i
2.2	CC(C)c1nnc(NC(=O)CCCC(=O)O)s1	15.8	i
-1.8	COc1ccc(C2/C=C\CN(C(=O)C3CCCCC3)CC(=O)N2Cc2ccc(F)cc2)cc1 (stereo not given)	18.1	i
-1.3	CO/N=C/NC(=O)NOCc1c(Cl)cccc1Cl	22.5	i
-0.8	CCc1ccccc1N(C(=O)CCC(=O)Nc1cc(C)on1)C(C(=O)NC1CCCC1)c1ccco1 (stereo not given)	25.5	i
1.0	COc1cccc(NC(=O)c2ccc(CN3CCOCC3)cc2)c1	5.2	i
6.1	COc1cccc(NC(=S)NCCc2ccccn2)c1	7.6	i
-1.0	Cn1c(=O)c2c(nc(SCC(=O)NC34CC5CC(CC(C5)C3)C4)n2C)n(C)c1=O	26.9	i
0.2	CCc1ccccc1NC(=S)N1CCC(C(=O)c2ccc(F)cc2)CC1	12.4	i
-2.0	CCN(CC)CCCNC(=O)CCn1nc(-c2ccccc2)ccc1=O	3.2	i
-1.1	CC(NC(=O)c1cc(-c2ccccc2)on1)c1ccccc1 (stereo not given)	8.5	i
-1.1	COc1cccc(NC(=O)CN(C)C(=O)C2CC3C=CC2C3)c1 (stereo not given)	5.0	/
-0.3	O=C(NCc1ccccc1C(F)(F)F)C1CC(c2ccccc2C(F)(F)F)=NO1 (stereo not given)	33.8	i
-1.4	NC(=O)c1c(NC(=O)c2ccccc2)sc2c1CCc1ccccc1-2	11.9	i
-0.7	CN(C)CCCN(C(=O)c1ccc2c(c1)CCCC2)c1nc2cc3c(cc2s1)OCO3	11.5	i
-1.5	Cc1ncc([N+](=O)[O-])n1CC(=O)Nc1ccc(Cl)cc1	2.9	i
-0.5	Cc1cccc(S(=O)(=O)Nc2ccc(-c3ccc4nncn4n3)cc2)c1	23.0	i
11.9	CCC1COCCS(=O)(=O)N1Cc1ccccc1 (stereo not given)	7.3	i
-2.1	CCOC(=O)COc1cccc2c(=O)n(CC(=O)N3CCc4ccccc43)ccc12	8.0	i
-0.4	COc1cc(NC(=O)/C=C/c2ccccc2[N+](=O)[O-])cc(OC)c1	28.2	i
-0.7	CCOc1ccc(C(=O)Nc2sc3c(c2C(=O)OC)CC(C)(C)NC3(C)C)cc1	19.4	i
-0.9	Cc1ccc(C)c(NC(=S)N2CCN(S(=O)(=O)c3ccccc3)CC2)c1	/	i
-0.1	CC1CCN(c2nc(-c3ccc(F)cc3)cc(C(F)(F)F)n2)CC1	15.3	i
-0.3	COc1ccc(/C=C(\NC(=O)c2ccccc2)C(=O)N/N=C/c2cccnc2)cc1	17.6	i
-1.6	CCN(c1ccccc1)S(=O)(=O)c1ccc(N2CCN(c3ccc(O)cc3)CC2)nc1	12.7	/
-0.8	CCCOC1CCCN(Cc2cn(C)nc2-c2ccccc2F)C1 (stereo not given)	4.0	i
-0.8	CCOc1ccc(C(=O)NCC(=O)Nc2ccncc2)cc1OCC	7.9	/
-1.7	CCOC(=O)c1ccc(-n2c(CCC(=O)O)ccc2-c2ccccc2)cc1	11.6	i
-0.2	COCCNc1nc(-c2cc(C)c(C)cc2C)cs1	13.4	i
-2.5	CCN(CC)C(=O)Cn1c(=O)c2ccccc2n2c(=S)sc(-c3cccc(C)c3)c12	-0.6	i
-1.1	O=C(COC(=O)c1ccc(CN2CCCC2=O)cc1)Nc1ccc(F)cc1	1.1	/
-2.2	COc1ccc(C(=O)N/N=C(/C)c2cccc(NC(=O)C(F)(F)F)c2)cc1	-0.2	i
-1.8	COc1ccc(C(C)=O)cc1CSCC(=O)O	6.8	i
-0.6	CCOc1ccc2nc(SCc3ccccc3C#N)sc2c1	20.4	i
0.5	COc1cc(/C=C/C(=O)Nc2ccc3nc4n(c(=O)c3c2)CCCC4)cc(OC)c1OC	31.6	i
-0.3	Cc1ccc(C)c(S(=O)(=O)NCCN2CCOCC2)c1	-12.7	i
